Bioassay records: PubChem, several laboratories
TR-FRET SRC-2 ct = TR-FRET signal artefacts, primary screen, artefact control for PPARgamma SRC-2 agonist project, biochemical; TR-FRET artefact counter-screen; stronger effect = higher value; TR-FRET ratio at 8 µM; 200,000 compounds, 0.4% hits; AID 1049, 2008; in the data active = TR-FRET ratio above about 2000; also: inactives centre near 1500
bIAP activator = bovine intestinal alkaline phosphatase activators, primary screen, biochemical, bovine IAP, CDP-star luminescence. 200,000 compounds, 0.17% hits. activation factor at 20 µM. purified bovine IAP, 30 min; stronger effect = higher value; fold of DMSO-control signal, blank-subtracted. AID 1016, 2008;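 active = activation factor of 2 or more at 20 µM, a signal rise over negative controls twice the positive control's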
TNAP inh no acc = human TNAP enzyme inhibitors, primary screen, biochemical, luminescent, no phosphate acceptor, uHTS. inhibition, % at 20 µM. Alkaline phosphatase, tissue-nonspecific isozyme (Homo sapiens), P05186. purified TNAP, CDP-star luminescence, 30 min. 200,000 compounds, 0.26% hits;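 active = tissue-nonspecific alkaline phosphatase inhibition above about 50% at 20 µM in the single-dose screen, limit read from the data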;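 also: 0% = DMSO negative control and 100% = EDTA positive control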
Target sequence (P05186 whole entry, looked up): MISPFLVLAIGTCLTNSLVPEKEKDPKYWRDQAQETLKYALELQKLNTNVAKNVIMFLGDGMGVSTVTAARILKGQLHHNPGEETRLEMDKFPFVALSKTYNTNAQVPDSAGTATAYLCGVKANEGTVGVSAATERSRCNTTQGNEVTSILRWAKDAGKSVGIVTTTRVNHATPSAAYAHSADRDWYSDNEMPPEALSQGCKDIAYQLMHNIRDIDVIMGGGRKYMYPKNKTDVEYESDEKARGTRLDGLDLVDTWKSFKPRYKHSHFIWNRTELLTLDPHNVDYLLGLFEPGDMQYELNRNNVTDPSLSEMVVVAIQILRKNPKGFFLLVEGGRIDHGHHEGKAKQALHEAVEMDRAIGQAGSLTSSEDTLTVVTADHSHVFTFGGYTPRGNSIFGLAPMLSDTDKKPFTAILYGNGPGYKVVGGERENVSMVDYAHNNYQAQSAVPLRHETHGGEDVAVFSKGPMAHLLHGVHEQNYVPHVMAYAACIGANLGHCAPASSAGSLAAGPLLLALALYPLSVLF
HMGR II inh = inhibitors of E. faecalis class II HMGR, primary screen, biochemical, Enterococcus faecalis; purified E. faecalis HMGR, NADPH absorbance 340 nm kinetic; inhibition, % at 10 µM; 190,000 compounds, 0.41% hits; AID 1066, 2008;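 active = inhibition above a set limit, the median over all tested compounds plus 3 SD, cut at about 9.5% in these data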;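 also: enzyme runs in reverse so mevalonate oxidation gives rising NADPH absorbance; 0% = complete reaction with DMSO and 100% = background rate lacking mevalonate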
PPARg SRC-2 ag = agonists of PPARg-SRC-2 recruitment, primary screen, biochemical, HTS | activation, % at 8 µM | PPARgamma LBD-SRC-2 recruitment | 200,000 compounds, 0.34% hits; in the data active = activation above about 22%;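 also: 0% = vehicle and 100% = reference agonist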
Target sequence (P37231 whole entry, looked up, the tested form may be a part): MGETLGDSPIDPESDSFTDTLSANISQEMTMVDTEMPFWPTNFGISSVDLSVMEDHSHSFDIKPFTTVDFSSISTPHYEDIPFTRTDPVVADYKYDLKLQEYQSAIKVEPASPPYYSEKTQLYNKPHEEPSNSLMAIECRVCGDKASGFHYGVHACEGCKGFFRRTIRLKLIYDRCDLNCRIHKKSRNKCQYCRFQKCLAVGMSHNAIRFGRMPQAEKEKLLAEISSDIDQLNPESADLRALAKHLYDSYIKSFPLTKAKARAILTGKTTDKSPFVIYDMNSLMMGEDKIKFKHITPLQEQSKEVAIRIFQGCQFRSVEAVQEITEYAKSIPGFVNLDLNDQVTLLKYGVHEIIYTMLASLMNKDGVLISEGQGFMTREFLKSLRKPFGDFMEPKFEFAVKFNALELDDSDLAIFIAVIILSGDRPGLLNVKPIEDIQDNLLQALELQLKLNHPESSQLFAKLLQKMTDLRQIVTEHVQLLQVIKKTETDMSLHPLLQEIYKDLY
bIAP inhibitor = bovine intestinal alkaline phosphatase inhibitors, primary screen, selectivity assay for TNAP inhibitor project, biochemical, bovine IAP, CDP-star luminescence; 190,000 tested, under 10 active; alkaline phosphatase, intestinal [Bos taurus]; inhibition, % at 20 µM; AID 1019, 2008; purified bovine IAP, 30 min;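 active = over 50% inhibition of intestinal alkaline phosphatase at 20 µM in the single-dose screen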
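System: Purified bovine intestinal alkaline phosphatase (IAP) enzyme | Input: IAP diluted 1/65,000,000 in the well | Also added: CDP-star chemiluminescent phosphatase substrate, 30 µM final | Dosing: 20 µM single dose | Times: Enzyme reaction for 30 min at room temperature | Detection: Luminescence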
TNAP act hiacc = TNAP activators at high phosphate acceptor level, primary screen, biochemical, luminescence, uHTS | Alkaline phosphatase, tissue-nonspecific isozyme (Homo sapiens), P05186 | purified TNAP, CDP-star luminescence, 1 M DEA, 30 min; stronger effect = higher value; 0 = EDTA background, 1 = DMSO-only activity | activation factor at 20 µM | 200,000 tested, under 10 active;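 active = activation factor at least 2 at 20 µM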
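system = human TNAP | amount = enzyme diluted 1/800 final | reagent = 100 µM CDP-star substrate | signal = luminescent substrate turnover signal | dosing = one dose, 20 µM | benchmarks = EDTA negative control, DMSO positive control | measure = activation factor | timing = 30 min reaction, room temperature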
PPARg SRC3 recr = PPARgamma agonists recruiting SRC-3 coactivator, primary screen, biochemical; 200,000 compounds, 0.26% hits; Peroxisome proliferator-activated receptor gamma (Homo sapiens), P37231; biochemical PPARgamma/SRC-3 coactivator recruitment assay; activation, % at 8 µM; in the data active = activation above about 23%;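 also: 0% = DMSO and 100% = reference agonist; some compounds past the cut are filed as inactive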
PPARg SRC-1 ag = PPARgamma agonists recruiting SRC-1 coactivator, primary screen, biochemical; Peroxisome proliferator-activated receptor gamma (Homo sapiens), P37231; PPARgamma-SRC-1 coactivator recruitment biochemical assay; activation, % at 8 µM; 200,000 compounds, 0.41% hits; AID 631, 2007; in the data active = activation above about 19%;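 also: 0% = DMSO and 100% = reference agonist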
TNAP inh hi DEA = human TNAP enzyme inhibitors, primary screen, biochemical, luminescent, high phosphate acceptor level, uHTS | 200,000 compounds, 0.03% hits | Alkaline phosphatase, tissue-nonspecific isozyme (Homo sapiens), P05186 | purified TNAP, CDP-star luminescence, 1 M DEA | inhibition, % at 20 µM;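 active = over 50% inhibition of tissue-nonspecific alkaline phosphatase at 20 µM in the single-dose screen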;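 also: plate controls were DMSO wells for no effect and EDTA-quenched wells as full inhibition for full effect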
The depositor's hits bear a star. Rows are unselected (roughly 1.6% active in at least one column).

SMILES | TR-FRET SRC-2 ct | bIAP activator | TNAP inh no acc | HMGR II inh | PPARg SRC-2 ag | bIAP inhibitor | TNAP act hiacc | PPARg SRC3 recr | PPARg SRC-1 ag | TNAP inh hi DEA
CCCCC(=O)NC(Nc1sc2c(c1C(N)=O)CCCC2)(C(=O)OCC)C(F)(F)F (centres undefined) | 1564 | 1 | -12 | -4 | -4 | 4 | 1 | -2 | 4 | -3
c1cnc(SCCCOc2ccc3ccccc3c2)nc1 | 1640 | 0.7 | -4 | -6 | 6 | 29 | 1.1 | 13 | 6 | -8
Cc1cc(C)nc(SCc2ccc(C(=O)NNC(=O)Nc3cccc(Cl)c3)cc2)n1 | 1629 | 0.9 | -4 | 2 | 5 | 13 | 1 | 3 | 6 | 0
COCCn1c(C)cc(C(=O)CSc2ncnc3sc4c(c23)CCC4)c1C | 1455 | 1.1 | -6 | -10 | 1 | -10 | 1.1 | -8 | 0 | -10
CC(C)CCNc1nc(N)c([N+](=O)[O-])c(NCC2CCCO2)n1 (centres undefined) | 1420 | 0.9 | -12 | -6 | -1 | 6 | 1 | 0 | 8 | 1
CSc1nc(Oc2ccc3ccccc3c2)c2sccc2n1 | 1412 | 0.9 | -1 | 3 | -9 | 6 | 1 | 7 | -12 | 2
Cn1c2ccc(CC(=O)O)cc2c2cc(CC(=O)O)ccc21 | 1758 | 1 | -12 | -6 | 19 | 1 | 1.1 | 10 | 4 | -6
COc1ccc(-n2nnnc2SCC(=O)Nc2nnn(C)n2)cc1 | 1596 | 1 | -18 | -8 | -2 | 5 | 1 | 2 | 7 | -3
CC(C)C(=O)c1cc2c(cc1NC(=O)c1ccccc1)OCCO2 | 1502 | 1.1 | -2 | -1 | 3 | -5 | 1 | 5 | 1 | -2
Cc1sc(NC(=O)c2ccco2)c(C(c2cccnc2)N2CCN(c3ccc(F)cc3)CC2)c1C (centres undefined) | 1596 | 0.9 | -17 | 0 | 7 | 6 | 1 | 6 | 2 | -4
O=C(N/N=C/c1cn[nH]c1-c1ccc(Cl)cc1)c1ccc([N+](=O)[O-])cc1 | 1690 | 1.2 | -34 | 1 | -1 | -17 | 1 | 2 | -2 | -3
CCC(=O)Nc1cccc(NC(=O)c2cccc([N+](=O)[O-])c2C)c1 | 1398 | 1 | 4 | -8 | -9 | 5 | 1.1 | -3 | -6 | -6
COc1ccc2nc(SCC(N)=O)cc(C)c2c1 | 1781 | 0.9 | -17 | 1 | 8 | 13 | 1.1 | -1 | 5 | -8
COC(=O)C1C2C=CC3(CN(c4cccc(C)c4)C(=O)C13)O2 (centres undefined) | 1735 | 0.9 | -14 | 0 | 1 | 6 | 1 | -6 | 3 | -4
O=C(Cc1ccccc1)n1nc(-c2ccco2)nc1SCc1ccccc1 | 1612 | 0.9 | 5 | 0 | 9 | 5 | 1 | 9 | -3 | 1
CCc1ccc(C(=O)Nc2cc(C)ccc2F)s1 | 1242 | 0.9 | -16 | -2 | 0 | 10 | 1 | -1 | -8 | -2
CC(C)(C)C1c2[nH]c3ccccc3c2CCN1Cc1cccc(OCCO)c1 (centres undefined) | 1564 | 1 | -7 | -6 | -2 | 3 | 1.1 | -4 | 1 | -7
CN(C)CCNc1nc(S(=O)(=O)c2ccccc2)c(Cl)s1 | 1638 | 1 | -20 | -2 | 5 | -1 | 1 | 1 | 3 | -4
Cc1ccccc1OCC(=O)Nc1cc(S(=O)(=O)N2CCCCC2)ccc1N1CCN(C)CC1 | 1640 | 1 | -6 | -2 | -7 | -3 | 1.1 | 4 | 6 | -5
CCOC(=O)C(C)n1cnc2c(oc3ccccc32)c1=O (centres undefined) | 1427 | 1 | -1 | -3 | 0 | 2 | 1 | 2 | -3 | -3
CCCc1cc(=O)oc2cc(C)cc(OCC(=O)O)c12 | 1819 | 1 | -1 | 0 | 7 | 3 | 1 | 5 | 9 | -4
Cc1ccc(OCCCC(=O)Nc2ccc(N3CCOCC3)cc2)c(C)c1 | 1391 | 1 | -14 | -1 | -1 | -2 | 1 | -11 | -2 | 1
Cc1cccc(C)c1NC(=O)CN(C)c1ccc(C(F)(F)F)cn1 | 1649 | 1 | -2 | -1 | -9 | -4 | 1.1 | 6 | 2 | -6
CC1CN(C(=O)c2c([N+](=O)[O-])cnn2C)CC(C)O1 (centres undefined) | 1642 | 0.9 | -10 | -2 | 13 | 12 | 1 | 3 | 3 | -4
CCC(=O)Nc1ccc(NC(=O)c2ccccc2Cl)nc1 | 1340 | 0.9 | -8 | -2 | -7 | 6 | 1 | -10 | -3 | -4
SMILES | TR-FRET SRC-2 ct | bIAP activator | TNAP inh no acc | HMGR II inh | PPARg SRC-2 ag | bIAP inhibitor | TNAP act hiacc | PPARg SRC3 recr | PPARg SRC-1 ag | TNAP inh hi DEA
O=C(COc1ccc(S(=O)(=O)N2CCCCC2)cc1)NCc1cccnc1 | 1538 | 1 | -19 | 1 | 1 | 0 | 1 | 2 | -2 | -2
O=C(NCCCN1CCOCC1)c1ccc(CS(=O)(=O)c2c(Cl)cccc2Cl)o1 | 1629 | 1 | -11 | 0 | 8 | 3 | 1 | 8 | 7 | -3
CN1CC(=O)Nc2ccc(F)cc2C1=O | 1333 | 0.9 | -7 | -1 | 9 | 10 | 1 | 3 | -4 | -4
Cc1cccn2c(CNCC3OCCc4ccccc43)c(C(=O)N3CCCCC3)nc12 (centres undefined) | 1502 | 1.1 | -12 | 0 | 4 | -6 | 1.1 | 2 | -1 | -10
CCCCN(C)Cc1c(C)[nH]c2ccccc2c1=O | 1636 | 1.1 | -6 | -4 | 1 | -8 | 1 | -1 | 2 | -3
CC(=O)Nc1sc(N/N=C\c2cccc(Cl)c2)nc1-c1cccs1 | 1546 | 0.8 | -14 | 3 | 0 | 17 | 0.9 | 3 | 4 | 5
Nn1c(SCc2ccccc2)nnc1-c1ccccn1 | 1550 | 1 | -12 | -5 | 6 | 4 | 1.1 | -4 | -4 | -6
Cc1cc2c(ncn2C)c(NS(=O)(=O)c2ccccc2Cl)c1C | 1315 | 0.9 | -12 | 2 | -1 | 10 | 1 | -10 | -3 | -1
COc1ccc(/C=C/C(=O)c2cc(Br)ccc(=O)c2O)cc1 | 1539 | 1 | 13 | 0 | -7 | 4 | 0.9 | 2 | 1 | 13
COc1ccccc1NC(=S)N1CCc2cc(OC)c(OC)cc2C1 | 1804 | 1 | 0 | -3 | 4 | 3 | 1 | 1 | 7 | 0
CCOc1c(OC(C)=O)ccc(/C=C2\N=C(SCC)SC2=O)c1[N+](=O)[O-] | 1446 | 0.9 | 5 | -5 | 1 | 8 | 1 | 7 | 5 | 2
Cc1ccc(-c2noc(CCCC(=O)N3CCOCC3)n2)cc1 | 1500 | 1 | -16 | 1 | 5 | -1 | 1.1 | 2 | -2 | -7
COc1ccc(Cl)cc1NC(=S)N1CCN(C(=O)C2CCCO2)CC1 (centres undefined) | 1493 | 1.1 | -8 | -1 | -8 | -13 | 1 | -3 | 2 | -4
CC1Cc2nc(SCC(=O)NC3CCCCC3)n(C)c(=O)c2S1 (centres undefined) | 1592 | 1 | -4 | 1 | 12 | -3 | 1 | 2 | 1 | 1
O=S(=O)(c1ccc(Cl)cc1)N1CCC(N2CCOCC2)CC1 | 1576 | 1 | -11 | 1 | -3 | 4 | 1 | 4 | 0 | -2
Cc1ccc(-c2ccc(OCC(=O)N3CCOCC3)cc2)cc1 | 1575 | 1 | -6 | 0 | 3 | -3 | 1 | -3 | 1 | -2
O=[N+]([O-])c1cc(S(=O)(=O)N2CCCC2)ccc1NCCc1ccccc1 | 1359 | 0.8 | -1 | -4 | -2 | 21 | 1 | 0 | -12 | 0
S=C(NCc1ccco1)NCC1CCCO1 (centres undefined) | 1560 | 1 | -9 | -1 | 13 | -4 | 1 | 5 | 1 | -4
Cc1nc2ncnn2c(C)c1Cc1c(Cl)cccc1Cl | 1591 | 0.9 | -5 | 0 | 5 | 14 | 1 | 3 | 2 | 1
N=C(N)SCc1nc2ccccc2c(=O)n1-c1ccccc1Cl | 1614 | 1.1 | -6 | 1 | 7 | -11 | 1 | 8 | 6 | -1
O=C(CN1C(=O)CC(c2ccccc2)=Nc2ccccc21)NCc1ccco1 | 1553 | 1 | -10 | -2 | 5 | 4 | 1 | 10 | 7 | -3
COc1ccc(C(=O)CSc2nnc(Cn3cnc4ccccc43)o2)cc1 | 1665 | 0.9 | 12 | -7 | 12 | 6 | 1 | 10 | -1 | -2
COc1ccc(OC)c(NC(=O)C2CCN(Cc3cnn(-c4ccccc4)c3-n3cccc3)CC2)c1 | 1410 | 1.1 | -20 | -1 | -3 | -14 | 1.1 | -4 | -2 | -8
CCOC(=O)C1(CCOc2ccccc2)CCN(Cc2cccc3nonc23)CC1 | 1508 | 1 | -3 | 1 | 2 | 1 | 1 | 3 | 3 | -2
CCOC(=O)c1ccc(NS(=O)(=O)c2ccc3c(c2)oc(=O)n3C)cc1 | 1528 | 0.9 | -8 | -4 | 11 | 13 | 1 | 9 | 5 | -1
O=c1oc(Nc2cccc(F)c2)nc2ccccc12 | 1610 | 1 | -10 | 6 | -9 | 1 | 1 | 7 | -5 | -1
COCCN=c1scc(-c2cc(OC)c(OC)c(OC)c2)n1/N=C/c1c(C)[nH]c2ccccc12 | 1654 | 1 | -4 | 0 | 10 | 2 | 1 | 5 | -2 | 2
CC/C(=N\NC(=O)c1ccc(-c2ccccc2)cc1)C12CC3CC(CC(C3)C1)C2 | 1309 | 0.6 | 3 | 1 | 6 | 42 | 1 | -12 | 2 | 0
COC(=O)c1ccccc1SC1CC(=O)N(c2ccccc2)C1=O (centres undefined) | 1401 | 0.9 | 16 | 0 | -2 | 8 | 1 | 2 | -4 | 1

No new results follow: three of the compounds above.
SMILES | TR-FRET SRC-2 ct | bIAP activator | TNAP inh no acc | HMGR II inh | PPARg SRC-2 ag | bIAP inhibitor | TNAP act hiacc | PPARg SRC3 recr | PPARg SRC-1 ag | TNAP inh hi DEA
CCCCC(=O)NC(Nc1sc2c(c1C(N)=O)CCCC2)(C(=O)OCC)C(F)(F)F (centres undefined) | 1564 | 1 | -12 | -4 | -4 | 4 | 1 | -2 | 4 | -3
c1cnc(SCCCOc2ccc3ccccc3c2)nc1 | 1640 | 0.7 | -4 | -6 | 6 | 29 | 1.1 | 13 | 6 | -8
Cc1cc(C)nc(SCc2ccc(C(=O)NNC(=O)Nc3cccc(Cl)c3)cc2)n1 | 1629 | 0.9 | -4 | 2 | 5 | 13 | 1 | 3 | 6 | 0
